# Screening data (PubChem)
# KB-V1 cytotox: kills drug-selected multidrug resistant KB-V1 cells; KB-V1 MDR cells viability, CellTiter-Glo, 72 h; Potency, µM (highest dose often 46.1 µM), without a hit: top-dose activity change, negative = cytotoxicity, actives largely listed as cytotoxic; 400,000 compounds, 3.4% hits; AID 1347076; note: potency is the fitted concentration of half-maximal effect; % is set by controls: 0 for no effect and ±100 for the full control effect; nearly all actives have a fitted effect of over 60% in size
#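 KB-V1, DMEM (no phenol red) + 10% FBS; cpd pin-transferred, titration series; 72 h, 37 degrees C; CellTiter-Glo, luminescence. Data normalized, curve-fit.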
# DRD3 antagonist: blocks the human D3 dopamine receptor. P35462. D3R cells, DiscoveRx beta-arrestin luminescence, antagonist mode; hits give low values. max response, negative = inhibition, %. 360,000 compounds, 2.5% hits; in the data active = max response below about -50%; inconclusive = no clear call, values can overlap the other calls; note: % is set by controls: 0 for no effect and ±100 for the full control effect; mostly tested at two doses, the higher about 12 µM
# Target sequence (P35462 whole entry, looked up): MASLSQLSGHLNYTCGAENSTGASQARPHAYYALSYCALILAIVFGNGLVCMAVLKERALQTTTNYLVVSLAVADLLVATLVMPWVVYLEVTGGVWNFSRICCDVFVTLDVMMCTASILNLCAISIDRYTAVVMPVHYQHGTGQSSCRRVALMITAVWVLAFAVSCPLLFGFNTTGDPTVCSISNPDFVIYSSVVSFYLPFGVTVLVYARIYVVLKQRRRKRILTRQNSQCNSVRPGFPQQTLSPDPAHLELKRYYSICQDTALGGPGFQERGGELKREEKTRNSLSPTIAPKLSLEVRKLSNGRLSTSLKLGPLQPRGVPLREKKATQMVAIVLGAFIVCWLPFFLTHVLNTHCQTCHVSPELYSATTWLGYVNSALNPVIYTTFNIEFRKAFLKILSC
#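 Cells expressing the human receptor were seeded at 1500 cells/well, incubated overnight at 37 degrees C in 5% CO2, then exposed to library compounds with dopamine controls for 90 minutes at 37 degrees C before luminescent detection.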
# IL-1B inflam inh: inhibitors of inflammasome signaling (IL-1 beta secretion). THP-1 LPS/ATP IL-1B secretion, AlphaLISA, 16 h; hits give low values. activity change, % at 57.5 µM. 360,000 compounds, 4.7% hits. AID 743279; in the data active = activity change below about -50%; inconclusive = mostly about -30% to -49%; note: % is set by controls: 0 for no effect and ±100 for the full control effect
#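 Secreted IL-1B measured by AlphaLISA bead assay after 16 h compound exposure of THP-1 cells; compounds (final up to 57.5 uM) added 1 h before LPS (250 ng/mL) and ATP (1.25 mM) stimulation; lower signal means less secretion.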
# D3 ag: D3 dopamine receptor (human) agonism; P35462; D3R DiscoveRx beta-arrestin cells, luminescence, 90 min; max activation, %; 410,000 compounds, 0.58% hits; in the data active = max activation above about 30%; note: 0% is about no effect; mostly tested at two doses, the higher about 12 µM
#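 Cells at 1500/well, incubated overnight, then treated with pinned compounds (dopamine as control) for 90 min at 37 degrees C. DiscoveRx reagent added for 30 - 60 minutes at room temperature; luminescence read.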
# HT1080 IDH1KD tx: toxicity to HT-1080 IDH1 knockdown cells (counter line); HT-1080 IDH1 knockdown viability, ATP luminescence, 48 h; Potency, µM (highest dose often 46.1 µM), for inactives: at the highest dose activity, negative = toxicity, actives largely listed as cytotoxic; 360,000 compounds, 2% hits; AID 686971;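 note: potency is the fitted concentration of half-maximal effect; 0% = DMSO wells and -100% = cell-free medium wells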
#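 CellTiter-Glo luminescence after 48 h compound exposure at 37 degrees C of IDH1-knockdown HT-1080 cells in 5% FBS RPMI. %Activity scaled between DMSO wells and cell-free media wells, with curves fitted and assigned curve classes.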
# HT1080-NT tox: kills 2HG-producing HT-1080-NT fibrosarcoma cells; HT-1080-NT fibrosarcoma viability, CellTiter-Glo ATP luminescence, 48 h; 360,000 compounds, 1.6% hits; AID 686970; Potency, µM (series often up to 46.1 µM), inactives show at the top dose activity, negative = less viability, usual class: cytotoxic;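 note: NT is the 2HG producing partner of a matched IDH1 knockdown line; potency is the fitted concentration of half-maximal effect; 0% = DMSO-treated cells and -100% = media-only wells without cells; nearly all actives have a fitted effect of over 55% in size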
#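 Viability of the 2HG-overproducing fibrosarcoma line after 48 hours of compound exposure at 37 degrees C was determined by luminescence with CellTiter-Glo, and concentration-effect curves were then fitted and categorized.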
# KB-3-1 tox: KB-3-1 parental cell cytotoxicity | KB-3-1 viability, CellTiter-Glo ATP luminescence, 72 h | Potency, µM (series often up to 46.1 µM), for the others: at the top dose activity change, negative = cytotoxic, hits mostly cytotoxic | 400,000 compounds, 1.4% hits; note: potency is the fitted concentration of half-maximal effect; % is set by controls: 0 for no effect and ±100 for the full control effect; nearly all actives have a fitted effect of over 60% in size
#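 Here the drug-naive KB-3-1 line serves as comparator for MDR sub-line selectivity; cells received compound titrations, 72 h at 37 °C, then CellTiter-Glo readout.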
# GLP-1R agonist: activates the human GLP-1 receptor. P43220. HEK293 GLP-1R CRE-luciferase, luminescence, 4-6 h; cells express a hypersensitive GLP-1R form. Potency, µM (series often up to 45.6 µM), for the others: at the top dose activation, most hits filed as activators. 380,000 compounds, 0.007% hits. AID 624172; note: potency is the fitted concentration of half-maximal effect; % of control where 0% means no effect
# Target sequence (P43220 whole entry, looked up): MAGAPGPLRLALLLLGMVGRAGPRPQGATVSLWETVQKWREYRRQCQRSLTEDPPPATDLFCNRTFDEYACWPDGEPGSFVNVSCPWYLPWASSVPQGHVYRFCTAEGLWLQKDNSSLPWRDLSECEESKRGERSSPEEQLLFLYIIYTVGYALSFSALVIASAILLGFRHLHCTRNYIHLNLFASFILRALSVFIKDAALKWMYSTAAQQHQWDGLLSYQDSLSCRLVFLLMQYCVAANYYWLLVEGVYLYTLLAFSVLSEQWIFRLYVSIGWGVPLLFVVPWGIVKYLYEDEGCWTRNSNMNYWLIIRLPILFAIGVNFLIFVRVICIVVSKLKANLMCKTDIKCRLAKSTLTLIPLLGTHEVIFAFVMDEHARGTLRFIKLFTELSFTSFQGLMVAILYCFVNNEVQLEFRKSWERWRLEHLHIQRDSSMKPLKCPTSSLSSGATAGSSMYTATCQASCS
# SW480 rerep: DNA re-replication induction in SW480 cells | AID 624297 | SW480 DNA re-replication, Hoechst DNA content imaging, 48 h | Potency, µM (top dose mostly 46.1 µM), for the others: at the top dose re-replication activation, hits mostly activators | 340,000 compounds, 1.8% hits; note: potency is the fitted concentration of half-maximal effect; % of control where 0% means no effect; nearly all actives have a fitted effect of over 55% in size
#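 Treated cells incubate 48 hr (37 C, 5% CO2), are stained 40 min with Hoechst, and nuclear fluorescence is enumerated; a rise in nuclei with high DNA signal marks re-replication.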
# The depositor's hits bear a star; ? = inconclusive; . = not tested or not shown; & = joins results of further samples; [ ] = remark or other dose. Unless noted, calls come from the whole dose curve; as a rule, active = well fitted curve in the direction sought with a large enough effect; inconclusive = small, poorly fitted or top-dose-only effect, or another doubt; inactive = no such curve, though single readings can be large; an effect the other way counts as inactive or inconclusive. Compounds as they come; 12% or so of the library scored in one or more.
# Letters: A = KB-V1 cytotox; B = DRD3 antagonist; C = IL-1B inflam inh; D = D3 ag; E = HT1080 IDH1KD tx; F = HT1080-NT tox; G = KB-3-1 tox; H = GLP-1R agonist; I = SW480 rerep
O=C(CN1CCOCC1)NNC(=S)Nc1ccc(Cl)cc1
  A: 17%; B: -11; C: 12; D: 12; E: 9%; F: 3%; G: -3%; H: -1%; I: -13%
Cc1nnsc1-c1c(C(=O)N2CCOCC2)c(C)nn1-c1ccc(Cl)cc1
  A: 0%; B: 24; C: 2; D: 20; E: 1%; F: 13%; G: 2%; H: 1%; I: -127%[inhibitor]
COc1ccc(CC(=O)NCc2csc(-c3cccs3)n2)cc1OC
  A: ?; B: 23; C: 82; D: -9; E: -14%; F: -1%; G: ?; H: 16%; I: 26%
O=C1C=C(Nc2ccc(F)cc2)c2ccccc2C1=O
  A: 21µM*; B: 1; C: 0; D: -18; E: ?; F: ?; G: ?; H: -12%; I: 9.2µM*
CCOC(=O)c1ccc(COC(=O)CCc2nc3ccccc3[nH]c2=O)o1
  A: ?; B: 35; C: -1; D: 0; E: -3%; F: 5%; G: -2%; H: 9%; I: -3%
O=c1[nH]c(=O)n2c(c1-c1ccccc1)OC(CBr)C2 (configuration not stated)
  A: 15%; B: -8; C: 4; D: 2; E: 5%; F: 3%; G: 33%; H: -5%; I: .
O=C(c1c(F)cccc1F)N1CCC(O)(c2cccnc2)CC1
  A: 7%; B: -24; C: 26; D: 6; E: 9%; F: 7%; G: 0%; H: -11%; I: -4%
COc1ccc2c(=O)cc(CO)oc2c1
  A: 0%; B: 0; C: -11; D: 38*; E: 1%; F: 0%; G: -15%; H: -5%; I: 5%
Cc1nnc(C)n1N
  A: -7%; B: 0; C: 4; D: -7; E: 18%; F: 20%; G: -4%; H: -5%; I: -50%[inhibitor][1.84 µM]
C[C@@H](NC(=O)c1coc(=O)c(Br)c1)c1ccccc1
  A: ?; B: -16; C: -6; D: -8; E: 8.2µM*; F: 9.2µM*; G: 12µM*; H: -33%[inhibitor]; I: ?
Cc1n[nH]c(=S)c2nn(-c3ccccc3F)c(C)c12
  A: -4%; B: -18; C: -12; D: -20; E: -1%; F: -3%; G: 14%; H: 0%; I: -15%
C/C=N/NC(=O)CCCC(=O)N/N=C/C
  A: 12%; B: 0; C: 0; D: 4; E: -3%; F: -1%; G: 5%; H: 6%; I: 1%
CC(C)C(=O)Nc1ncc(Cc2ccccc2Cl)s1
  A: -7%; B: 3; C: 5; D: 6; E: -15%; F: -1%; G: -3%; H: 6%; I: 0%
Cc1nc2c(cc1C(=O)N/N=C/c1ccc([N+](=O)[O-])cc1)c(=O)n(C)c(=O)n2C
  A: -2%; B: 6; C: 0; D: -3; E: 12%; F: 17%; G: 23%; H: 1%; I: .
Cc1cc(SCC(=O)c2ccc(Cl)cc2)nc(=O)[nH]1
  A: 21%; B: -13; C: ?; D: 3; E: -20%; F: -25%; G: 2%; H: -3%; I: 1%
CN(C)CCCNC(NC(=O)c1cccs1)C(Cl)(Cl)Cl (configuration not stated)
  A: -5%; B: -20; C: -4; D: -2; E: 0%; F: 3%; G: -6%; H: 6%; I: -2%
CCOC(=O)c1c(C)[nH]c(C(=O)COC(=O)/C=C/c2ccc(OCC#N)c(OC)c2)c1C
  A: 0%; B: 2; C: 9; D: -1; E: 11%; F: 16%; G: 2%; H: 0%; I: -6%
O=C(NC1CCCCC1)C1c2ccccc2OCC(=O)N1C1CC1 (configuration not stated)
  A: 17%; B: 27; C: 19; D: 7; E: 5%; F: 28%; G: 14%; H: 0%; I: .
C=Cc1ccc(Cn2c(C)c(C(=O)NCc3ccc4c(c3)OCO4)sc2=O)cc1
  A: ?; B: 11; C: ?; D: -1; E: -17%; F: -15%; G: ?; H: 4%; I: .
Cc1nc2c(-c3ccccc3)c[nH]n2c(=O)c1Cc1ccccc1
  A: ?; B: -9; C: -3; D: -5; E: -4%; F: 7%; G: 12µM*; H: 7%; I: 17%
CCC[C@@H]1CCCO[C@@](C(=O)NCCN2CCOCC2)(C(F)(F)F)C1
  A: 26%; B: 24; C: -4; D: 12; E: 12%; F: 18%; G: 0%; H: 9%; I: ?
CCSC1=N/C(=C\c2ccc(-c3ccccc3[N+](=O)[O-])o2)C(=O)S1
  A: 20%; B: -8; C: 0; D: 0; E: -6%; F: -4%; G: 10%; H: -11%; I: -3%
C#Cc1cccc(NC(=O)CSc2nnc(-c3ccc(C(F)(F)F)cn3)o2)c1
  A: ?; B: 19; C: -22; D: -10; E: 8%; F: 15%; G: -25%; H: -1%; I: ?
CN1CCC(=O)N(CCSc2ccccc2)CC1
  A: ?; B: 0; C: 3; D: -26; E: 22%; F: 6%; G: 12%&11%; H: 3%; I: 0%
O=C(O)c1nnn(-c2ccc([N+](=O)[O-])cc2)c1-c1ccccc1
  A: 7%; B: -1; C: -12; D: 3; E: 1%; F: -8%; G: -4%; H: -4%; I: 4%

# Compound profiles (already shown). Order of screens: KB-V1 cytotox	DRD3 antagonist	IL-1B inflam inh	D3 ag	HT1080 IDH1KD tx	HT1080-NT tox	KB-3-1 tox	GLP-1R agonist	SW480 rerep
# `O=C(O)c1nnn(-c2ccc([N+](=O)[O-])cc2)c1-c1ccccc1` in the list: 7%	-1	-12	3	1%	-8%	-4%	-4%	4%
# `Cc1nnc(C)n1N` in the list: -7%	0	4	-7	18%	20%	-4%	-5%	-50%[inhibitor][1.84 µM]

# The list continues.
# Letters: A = KB-V1 cytotox; B = DRD3 antagonist; C = IL-1B inflam inh; D = D3 ag; E = HT1080 IDH1KD tx; F = HT1080-NT tox; G = KB-3-1 tox; H = GLP-1R agonist; I = SW480 rerep
Cc1occc1-c1nnc(SCC(=O)c2ccc3c(c2)OCCO3)n1CC1CCCO1 (configuration not stated)
  A: 7%; B: -4; C: 8; D: 0; E: 6%; F: 3%; G: 21%; H: 5%; I: -1%
CCOC(=O)C(=O)Nc1nnc(COc2ccccc2)s1
  A: 21%; B: 3; C: 32; D: -9; E: 10%; F: 7%; G: 4%; H: -3%; I: -22%
C[C@@H]1CN(S(=O)(=O)c2c(F)cccc2F)CCN1S(=O)(=O)c1ccc2c(c1)OCCO2
  A: -2%; B: .; C: .; D: .; E: .; F: .; G: -11%; H: 1%; I: -2%
COc1ccc2c(c1OC)C(=O)N1C2SC[C@H]1C(=O)NC1CC1 (some centres not stated)
  A: 0%; B: 0; C: 17; D: -7; E: -1%; F: -1%; G: 0%; H: 3%; I: -5%
O=C1CC(c2ccc(O)c(O)c2)Oc2cc(O)cc(O)c21 (configuration not stated)
  A: 10%; B: -12; C: 2; D: 14; E: -6%; F: 4%; G: 0%; H: -2%; I: 2%
Cc1ccc(NC(=O)N2CCC(C(=O)NCC(C)C)CC2)cc1
  A: ?; B: 30; C: 1; D: 1; E: 9%; F: -4%; G: 2%; H: -8%; I: -2%
CCOC(=O)c1cccc(NC(=O)Nc2cc(OC)ccc2OC)c1
  A: 0%; B: 11; C: 0; D: 0; E: ?; F: -26%; G: -6%; H: 1%; I: -6%
COc1ccc(C(=O)Nc2ccccc2C(=O)N/N=C/c2ccc(O)c(OC)c2)cc1
  A: -26%; B: 0; C: -23; D: 0; E: 6.5µM*; F: 5.8µM*; G: ?; H: -65%[inhibitor]; I: -7%
COc1ccc(C2=NN(c3nc4ccccc4s3)C(=O)C2)cc1
  A: ?; B: -16; C: 38; D: 7; E: -25%; F: -12%; G: ?; H: -2%; I: 3%
COc1cc(OC)c([N+](=O)[O-])cc1/C=N/NC(=O)c1ccncc1
  A: 29%; B: 18; C: 49; D: 1; E: -5%; F: -15%; G: 8%; H: 3%; I: ?
C[C@@H]1CN([C@H](C)CO)C(=O)CCCn2nncc2CO[C@@H]1CN(C)C(=O)c1cc(-c2ccccc2)on1
  A: -6%; B: -20; C: -12; D: -7; E: -5%; F: -10%; G: -13%; H: 7%; I: .
COc1ccc(CN2C(=O)c3ccccc3C(/C=N\OCc3ccc(F)cc3)C2=O)cc1 (configuration not stated)
  A: 16µM*; B: -10; C: 0; D: 0; E: ?; F: -25%; G: ?; H: -14%; I: -1%
O=C(CSc1nnc(-c2cccc(S(=O)(=O)N3CCOCC3)c2)n1C1CCCCCC1)NCc1ccccc1
  A: 6%; B: -7; C: -22; D: -16; E: -3%; F: 3%; G: 4%; H: -2%; I: ?
CC1CCCCN1Cc1ccc(-c2nn[nH]n2)cc1 (configuration not stated)
  A: 0%; B: 21; C: 6; D: 2; E: 17%; F: 13%; G: 17%; H: -13%; I: -6%
COc1cc(CCC(=O)OCC(N)=O)cc(OC)c1OC
  A: 2%; B: 1; C: 1; D: 7; E: 12%; F: -1%; G: 4%; H: -2%; I: -1%
CSc1ccc(S(=O)(=O)NCCSc2ccccn2)cc1
  A: ?; B: -5; C: -4; D: 1; E: 1%; F: 5%; G: 2%; H: -5%; I: 0%
O=C(NCC(=O)N1CCN(c2ccccc2)CC1)c1cccs1
  A: 11%; B: 2; C: 13; D: -9; E: 12%; F: 4%; G: 7%; H: 0%; I: 0%
CN(C)c1ccnc(-n2cccc2/C=N/O)c1C#N
  A: -4%; B: 6; C: -6; D: 13; E: 2%; F: 0%; G: 1%; H: 2%; I: 7%
CNC(=O)CN1C(=O)c2cccc3cccc1c23
  A: 18%; B: -5; C: 30; D: 1; E: 9%; F: 3%; G: 13%; H: -9%; I: -3%

# Some values from above:
# Cc1occc1-c1nnc(SCC(=O)c2ccc3c(c2)OCCO3)n1CC1CCCO1 (configuration not stated) | IL-1B inflam inh: 8
# CN(C)c1ccnc(-n2cccc2/C=N/O)c1C#N | IL-1B inflam inh: -6
# O=C(NCC(=O)N1CCN(c2ccccc2)CC1)c1cccs1 | HT1080 IDH1KD tx: 12%
# COc1cc(CCC(=O)OCC(N)=O)cc(OC)c1OC | HT1080-NT tox: -1%
# Cc1ccc(NC(=O)N2CCC(C(=O)NCC(C)C)CC2)cc1 | DRD3 antagonist: 30
# COc1ccc2c(c1OC)C(=O)N1C2SC[C@H]1C(=O)NC1CC1 (some centres not stated) | KB-V1 cytotox: 0%
